PhoP GFP inhibition: Inhibition of PhoP regulon, Salmonella typhi GFP reporter cells, confirmation, 4 h (AID 1850). Salmonella Typhi PhoP-promoter GFP reporter, fluorescence, 4 h; higher % means a stronger effect. one-dose inhibition, % at 50 µM; IC50 in µM for titrated hits. 310,000 compounds, 0.33% hits; in the data active = a potency from the dose series; inconclusive = inhibition mostly from about 25% at the one dose, without a potency; inactive = the rest, 99 in 100 with inhibition below about 19%;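 note: 0% = induced wells with vehicle and 100% = uninduced wells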
inhibitors of VEEV: inhibitors of VEEV TC-83 cytopathic effect, confirmation, Vero cells (AID 588727); Vero cells, VEEV TC-83 cytopathic effect inhibition; higher % means a stronger effect; inhibition, % at 20 µM; hits with a dose series show IC50 in µM; 350,000 compounds, 0.13% hits; in the data active = a potency from the dose series; inconclusive = inhibition mostly from about 14% at the one dose, without a potency; inactive = the rest, 99 in 100 with inhibition below about 12%; note: strong numbers were not always called active
tuberculosis growth: growth inhibition of non-replicating M. tuberculosis (AID 488890); Mycobacterium tuberculosis non-replicating, growth inhibition; higher % means a stronger effect; inhibition, % at 25 µM, or IC50 in µM where a hit was titrated; 320,000 compounds, 0.39% hits; in the data active = a potency from the dose series; inconclusive = inhibition mostly from about 82% at the one dose, without a potency; inactive = the rest, 99 in 100 with inhibition below about 76%;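 note: plate controls were DMSO cells for no effect and high antibiotic wells for full effect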
M. tuberculosis HTS: M. tuberculosis growth inhibition, HTS (AID 449762). M. tuberculosis H37Rv growth inhibition, 7H9 media; higher % means a stronger effect. one-dose inhibition, % at 25 µM; IC50 in µM for titrated hits. 330,000 compounds, 0.59% hits; in the data active = a potency from the dose series; inconclusive = inhibition above about 70% without an active follow-up result;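 note: bacterial growth assessed after seven days of incubation; strong numbers were not always called active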
H1N1 NS1A inhibition: H1N1 influenza NS1A inhibitors, functional cell based assay (AID 504329); NS1A functional cell-based assay, percent inhibition; higher % means a stronger effect; inhibition, % at 12.5 µM; hits with a dose series show IC50 in µM; 340,000 compounds, 0.3% hits; in the data active = a potency from the dose series; inconclusive = inhibition above about 27% without an active follow-up result; note: strong numbers were not always called active
inhibitors of VEEV 10K pilot screen: second read-out of inhibitors of VEEV, no call of its own (marks repeat the call); inhibition, %; measured here: 10K pilot screen inhibition
* = called active by the depositor; i = inactive; u = inconclusive; x = not tested or not shown.

SMILES	PhoP GFP inhibition	inhibitors of VEEV	tuberculosis growth	M. tuberculosis HTS	H1N1 NS1A inhibition	others
O=C(NC1CC2CCCC(C1)N2C(=O)Nc1ccc(Cl)c(C(F)(F)F)c1)C1CC1 (stereo unspecified)	-9%	6.0%	64%	-7%	5%
COc1ccc(CCNC(=O)C2CC(c3cccc([N+](=O)[O-])c3)=NO2)cc1 (stereo unspecified)	-9%	2.5%	6%	3%	-8%
COc1ccc(-c2nnc(NC(=O)c3ccc(S(=O)(=O)N4CCc5ccccc5C4)cc3)o2)cc1	-4%	1.0%	41%	8%	-3%
Cc1c(Cl)c([N+](=O)[O-])nn1CC(=O)NC(C)C1CC2CCC1C2 (stereo unspecified)	13%	5.5%	28%	3%	-4%
CCC(=O)c1ccc(OCC(=O)Nc2cccc(S(=O)(=O)N3CCCCCC3)c2)cc1	x	7.4%	x	x	-5%
Cc1ccc2c(c1)C(=O)CC(c1ccccc1)S2 (stereo unspecified)	x	4.5%	x	x	-2%
Nc1nc(SCC(=O)Nc2ccc(Cl)c(S(=O)(=O)N3CCOCC3)c2)n[nH]1	2%	i	4%	7%	11%
O=C(Cc1cccs1)N1CCN(S(=O)(=O)c2cccc([N+](=O)[O-])c2)CC1	10%	0.1%	0%	10%	-1%
Cc1ccc(CN2CCNC(=O)C2CC(=O)N(C)C2CCCCC2)o1 (stereo unspecified)	-6%	1.7%	0%	-4%	-1%
COc1ccc(NC(=O)CC2CC3CCC2C3)cc1S(=O)(=O)N1CCOCC1 (stereo unspecified)	x	5.4%	10%	-2%	3%
CC(C)(C)OC(=O)NCCCC1=CC2=CC(=O)C(C)(OC(=O)c3ccco3)C(=O)C2=CO1 (stereo unspecified)	-10%	x	3%	4%	x
Cc1ccc(S(=O)(=O)NCCC(C)C)cc1[N+](=O)[O-]	-1%	0.3%	3%	-3%	2%
COC(=O)C1=CN(C2CC2)C=C(C(=O)OC)C1c1ccccc1OC	5%	1.2%	23%	0%	-11%
O=C(CN1C(=O)NC2(CCCC2)C1=O)Nc1nc2c(F)cc(F)cc2s1	5%	8.6%	5%	6%	0%
O=C(Nc1ccnn1C1CCN(C(=O)c2ccccc2C(F)(F)F)CC1)C1CC1	-1%	i	1%	-11%	-2%

Reprinted from the part before: seven entries, followed by the next part.
SMILES	PhoP GFP inhibition	inhibitors of VEEV	tuberculosis growth	M. tuberculosis HTS	H1N1 NS1A inhibition	others
Cc1ccc(CN2CCNC(=O)C2CC(=O)N(C)C2CCCCC2)o1 (stereo unspecified)	-6%	1.7%	0%	-4%	-1%
COc1ccc(NC(=O)CC2CC3CCC2C3)cc1S(=O)(=O)N1CCOCC1 (stereo unspecified)	x	5.4%	10%	-2%	3%
CC(C)(C)OC(=O)NCCCC1=CC2=CC(=O)C(C)(OC(=O)c3ccco3)C(=O)C2=CO1 (stereo unspecified)	-10%	x	3%	4%	x
Cc1ccc(S(=O)(=O)NCCC(C)C)cc1[N+](=O)[O-]	-1%	0.3%	3%	-3%	2%
COC(=O)C1=CN(C2CC2)C=C(C(=O)OC)C1c1ccccc1OC	5%	1.2%	23%	0%	-11%
O=C(CN1C(=O)NC2(CCCC2)C1=O)Nc1nc2c(F)cc(F)cc2s1	5%	8.6%	5%	6%	0%
O=C(Nc1ccnn1C1CCN(C(=O)c2ccccc2C(F)(F)F)CC1)C1CC1	-1%	i	1%	-11%	-2%
O=C(NCC1CCCO1)/C(=C/c1cn(-c2ccccc2)nc1-c1cccnc1)NC(=O)c1ccccc1 (stereo unspecified)	-15%	1.5%	25%	-8%	2%
CC(=O)c1cccc([N+](=O)[O-])c1	x	i	-6%	-4%	1%
CCC(NC(=O)c1ccccc1NC(=O)c1ccco1)C(=O)O (stereo unspecified)	-5%	0.6%	-9%	-4%	-9%
C[C@H](CO)N1C[C@H](C)[C@@H](CN(C)S(C)(=O)=O)Oc2c(NC(=O)Cc3ccccc3)cccc2C1=O	x	0.1%	4%	3%	5%
OCCNC(=S)Nc1ccc(Oc2ccccc2)cc1	-6%	1.5%	u	-4%	2%
COC(=O)c1c(NC(=O)c2ccnn2C)sc(C)c1C	3%	i	-15%	-11%	5%
CCCc1ccccc1OCCNC(=O)c1cc(=O)n(C)c(=O)n1C	-9%	i	11%	-2%	-3%
CCCc1cc(=O)[nH]c(N/N=C/C=C\c2ccccc2)n1	2%	8.0%	49%	u	-16%
O=S(=O)(c1cccs1)N1CCN(c2ccccc2Cl)CC1	1%	1.8%	16%	-3%	4%
CNC(=O)COC(=O)/C=C/c1cn(-c2ccccc2)nc1-c1ccc(C)o1	5%	2.2%	27%	22%	-1%
CC(C)NC(=O)c1c(CSc2ccc(Cl)cc2)noc1C(=O)NCc1ccccc1	2%	0.8%	-2%	-1%	1%
Nc1nc(NCCCN2CCOCC2)nc(Nc2cccc(Cl)c2)c1[N+](=O)[O-]	4%	4.8%	50%	68%	13%
CCOC(=O)CON1C(=O)c2ccccc2C1=O	-7%	0.1%	-14%	-6%	2%
Cc1cccc(S(=O)(=O)Nc2nc3ccccc3nc2NCc2ccco2)c1	-1%	0.5%	20%	3%	-3%
Cc1cccc(C)c1NC(=O)CN(C)C(=O)C1CC1C (stereo unspecified)	x	0.5%	-17%	3%	-6%
CC(OC(=O)CCc1nc2ccccc2c(=O)[nH]1)C(=O)NCc1ccc2c(c1)OCO2 (stereo unspecified)	-4%	3.1%	-7%	3%	-3%
COc1ccc(OC)c(-c2csc(NC(=O)CSc3nnnn3C)n2)c1	9%	1.2%	-1%	-1%	-5%
Cc1oncc1C(=O)NC(C)C	-1%	2.6%	-11%	-7%	-1%
CCc1ccccc1N(C(=O)c1snc(C(N)=O)c1N)C(C(=O)NCC1CCCO1)c1c[nH]c2ccccc12 (stereo unspecified)	1%	i	2%	-6%	2%
Cn1cccc1/C=N/NC(=O)c1ccc[n+]([O-])c1	9%	0.9%	-1%	-1%	-3%
Cn1c(=O)oc2cc(S(=O)(=O)Nc3cccc4c3CCCC4)ccc21	-3%	2.1%	1%	-1%	-30%
NC(=O)Nn1c(CCC(=O)O)ccc1-c1ccc(Cl)cc1	11%	0.0%	-10%	-11%	-12%
O=C(O)c1ccc(N2CCCC2=O)cc1	0%	i	-6%	-7%	5%
COC(=O)CSc1nc2cc3c(cc2cc1C)OCO3	16%	1.0%	62%	6%	9%
Cc1ccc(NCc2nnc(SCC#N)o2)c(C)c1	-1%	0.5%	7%	5%	-10%
COc1ccc(OC)c(NC(=O)CN2C(=O)NC3(CCCc4ccccc43)C2=O)c1 (stereo unspecified)	x	4.7%	-2%	1%	-10%
CN(C)N=O	x	0.2%	7%	6%	0%
C[C@@H]1CN(S(=O)(=O)C(C)(C)C)[C@H](CCO)/C1=C\c1ccccc1	x	0.3%	x	x	-20%
CCc1cc2cc(C(=O)N3CCN(Cc4ccccc4)CC3)sc2s1	-17%	1.2%	64%	u	3%
CCOc1ccc2c(c1)C(C)=CC(C)(C)N2S(=O)(=O)c1ccc(F)cc1	2%	1.0%	65%	4%	2%
O=C1CCC/C1=C/Nc1ccc(Cl)cc1	-5%	i	2%	-1%	8%	inhibitors of VEEV 10K pilot screen=0.1
O=C(NCc1ccco1)Nc1cccc(-c2ccccc2)c1	x	1.3%	x	x	-16%
COc1ccc(S(=O)(=O)N2CCN(Cc3ccccc3)CC2)cc1	-3%	i	7%	-4%	18%
O=C(NCCc1ccc(F)cc1)c1ccc([N+](=O)[O-])cc1	3%	0.3%	23%	5%	3%
O=C(N[C@@H]1C/C=C\C[C@H](CC(=O)N(CCO)Cc2ccccc2)C(=O)NC[C@@H](c2ccccc2)OC1=O)OCC1c2ccccc2-c2ccccc21	x	5.0%	69%	1%	-4%
CC(=O)c1sc(-c2ccc(F)cc2F)nc1C	0%	2.5%	-3%	5%	9%
CC1(C)Cc2nc3sc4c(OCc5ccccc5)ncnc4c3cc2CO1	-2%	5.7%	-2%	-2%	13%
O=C(NCc1ccccn1)c1ccc(NC(=O)c2ccco2)cc1	-3%	1.9%	-29%	-7%	-4%
CC(=O)c1c(C(C)=O)c(C)n(Cc2ccc(Cl)cc2)c1C	-2%	i	-3%	-8%	2%
O=C(CCc1ccccc1)Nc1ncn[nH]1	0%	2.6%	-12%	2%	-10%
COc1ccc(CSC(=N)N)cc1[N+](=O)[O-]	-11%	4.9%	8%	-4%	2%
CCOc1ccc(NC(N)=O)cc1	8%	i	-9%	-4%	-5%
CCOC(=O)c1c(CC(C)C)csc1/N=C/C1C(=O)CC(C)(C)CC1=O	3%	0.2%	x	-8%	3%
Cc1cccnc1Nc1nc(-c2ccc(O)cc2)cs1	11%	3.1%	3%	9%	6%
COc1ccc(/C=C2/N=C(SC3CCOC3=O)N(c3cccc(OC)c3)C2=O)cc1 (stereo unspecified)	-13%	0.8%	3%	3%	-8%

The last two records of the section above open the next one.
SMILES	PhoP GFP inhibition	inhibitors of VEEV	tuberculosis growth	M. tuberculosis HTS	H1N1 NS1A inhibition	others
Cc1cccnc1Nc1nc(-c2ccc(O)cc2)cs1	11%	3.1%	3%	9%	6%
COc1ccc(/C=C2/N=C(SC3CCOC3=O)N(c3cccc(OC)c3)C2=O)cc1 (stereo unspecified)	-13%	0.8%	3%	3%	-8%
CSc1nc(=S)n(-c2ccccc2)c(C)c1C(C)=O	10%	1.1%	-1%	-9%	0%
Cc1cccc(OCC(=O)O/N=C(\N)c2ccccn2)c1	-3%	1.0%	-1%	0%	-1%
C/C(=N\NC(=O)c1ccccc1-n1cccc1)C1CC1	0%	i	-38%	6%	-10%
CCN(c1cccc(C)c1)S(=O)(=O)c1ccc(OC)c([N+](=O)[O-])c1	-13%	1.4%	11%	0%	-1%
CNC(=S)N(Cc1cccs1)Cc1cc2cc(OC)ccc2[nH]c1=O	-2%	1.4%	-8%	-1%	-12%
COc1ccc(C(=O)NCC(=O)OCC(=O)N2N=C(c3ccc(Cl)cc3)CC2c2ccco2)cc1OC (stereo unspecified)	-14%	1.5%	47%	12%	16%
Cc1nc(SCC(=O)O)c(C#N)c(-c2ccco2)c1C(=O)N(C)C	-10%	3.9%	-4%	-11%	0%
CC1(c2ccccc2)NC(=O)N(CC(=O)NCC2CCCO2)C1=O (stereo unspecified)	x	0.6%	-16%	-6%	-8%
O=C(N/N=C/c1coc2ccccc2c1=O)c1ccncc1	-5%	1.2%	77%	u	-1%
O=C(CC1S/C(=N/N=C/C=C/c2ccccc2)NC1=O)Nc1ccc(Cl)c(Cl)c1 (stereo unspecified)	5%	i	-12%	1%	-9%
COC(=O)c1c(C)oc2ccc(N(C(C)=O)S(=O)(=O)c3ccccc3)cc12	1%	i	13%	4%	4%
O=C(CSc1nncn1-c1ccccc1)Nc1ccc(F)cc1F	3%	1.4%	-5%	4%	1%
